# Screens (PubChem)
# 697 NFkB inh = inhibitors of the PMA/ionomycin-induced NF-kB reporter in 697 B cells | 697 B-cell NF-kB luciferase reporter, 16 h | inhibition, % at 4 µM | 330,000 tested, 0.33% active | AID 435022; in the data active = inhibition above about 35%
# SENP7 inh = blocks the human protease SENP7. recombinant SENP7, Z-RLRGG-aminoluciferin luminescence, 40 min. inhibition, % at 5 µM. 330,000 tested, 1.5% active. Q9BQF6;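 active = inhibition above about 50% at the single test dose, limit read from the data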;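 note: plate controls were DMSO with enzyme for no effect and no enzyme buffer wells for full effect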
# HKDC1 inh = inhibitors of human hexokinase HKDC1 | recombinant HKDC1, G6PDH/diaphorase resazurin coupled fluorescence | 340,000 tested, 0.16% active | inhibition, % at 20 µM;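 active = inhibition above about 35% when tested at 20 µM, limit read from the data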;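 note: plate controls were DMSO wells with enzyme for no effect and DMSO wells lacking enzyme for full effect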
#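 Incubation: 90 min at room temperature in dark / Material: recombinant HKDC1 (HK5) hexokinase enzyme, produced in-house / Quantity: enzyme 5 µg/mL final / Compound: one dose of 20 µM, 1% DMSO / Reagent: glucose and ATP substrates / Buffer or medium: Tris pH 8.0 buffer with MgCl2, Tween-20, BSA, BME / Technique: resorufin fluorescence at 613 nm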
# Jurkat NFkB inh = lowers PMA/ionomycin-induced NF-kB signal in Jurkat cells; PMA/ionomycin-induced NF-kB luciferase reporter, luminescence; inhibition, % at 4 µM; 330,000 tested, 0.53% active
# SENP8 block = SENP8 protease inhibition. purified SENP8, Z-RLRGG-aminoluciferin cleavage, luminescence. Q96LD8. inhibition, % at 10 µM. 330,000 tested, 1.2% active
# Apaf-1 inh = inhibitors of human Apaf-1 apoptosome. reconstituted apoptosome caspase-3 activity, DEVD-Rh110 fluorescence. inhibition, % at 20 µM. O14727. 330,000 tested, 0.71% active; active = inhibition of at least 40% at 20 µM;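 note: plate controls were DMSO wells for no effect and DEVD-CHO caspase inhibitor wells for full effect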
# Target sequence (O14727 whole entry, looked up): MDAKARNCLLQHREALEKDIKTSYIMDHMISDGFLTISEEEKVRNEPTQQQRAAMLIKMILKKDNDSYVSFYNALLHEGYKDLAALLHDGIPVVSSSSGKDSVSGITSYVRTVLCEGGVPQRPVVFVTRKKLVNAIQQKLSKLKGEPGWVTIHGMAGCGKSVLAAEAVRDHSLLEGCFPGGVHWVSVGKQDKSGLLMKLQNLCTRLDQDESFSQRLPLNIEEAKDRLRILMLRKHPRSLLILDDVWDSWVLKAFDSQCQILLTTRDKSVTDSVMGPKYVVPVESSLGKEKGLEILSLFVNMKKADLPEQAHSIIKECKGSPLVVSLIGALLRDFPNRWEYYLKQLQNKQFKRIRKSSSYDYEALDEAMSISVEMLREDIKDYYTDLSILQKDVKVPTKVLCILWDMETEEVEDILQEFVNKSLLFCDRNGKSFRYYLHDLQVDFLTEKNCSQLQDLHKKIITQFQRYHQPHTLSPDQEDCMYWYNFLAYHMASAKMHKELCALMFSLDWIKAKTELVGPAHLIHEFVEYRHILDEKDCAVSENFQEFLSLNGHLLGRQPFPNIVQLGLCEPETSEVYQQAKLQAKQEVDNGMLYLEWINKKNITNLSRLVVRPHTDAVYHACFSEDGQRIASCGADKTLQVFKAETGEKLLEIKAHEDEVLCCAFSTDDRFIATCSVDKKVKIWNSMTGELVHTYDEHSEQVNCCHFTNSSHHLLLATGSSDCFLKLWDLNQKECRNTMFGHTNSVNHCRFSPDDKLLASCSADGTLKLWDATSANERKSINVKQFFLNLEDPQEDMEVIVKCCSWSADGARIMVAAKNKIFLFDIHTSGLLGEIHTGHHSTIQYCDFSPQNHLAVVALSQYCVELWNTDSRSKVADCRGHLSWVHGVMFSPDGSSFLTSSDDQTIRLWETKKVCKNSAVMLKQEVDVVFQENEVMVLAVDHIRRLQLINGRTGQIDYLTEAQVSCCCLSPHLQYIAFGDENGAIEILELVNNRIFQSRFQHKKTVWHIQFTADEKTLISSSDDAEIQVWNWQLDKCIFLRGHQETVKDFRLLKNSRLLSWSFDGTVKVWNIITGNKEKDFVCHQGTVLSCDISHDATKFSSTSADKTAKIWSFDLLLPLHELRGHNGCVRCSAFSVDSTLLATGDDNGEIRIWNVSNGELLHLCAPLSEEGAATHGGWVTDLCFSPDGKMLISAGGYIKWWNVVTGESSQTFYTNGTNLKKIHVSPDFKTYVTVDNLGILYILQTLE
#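 System: Apoptosome proteins | Medium: Hepes pH 7.5 with detergent and BSA | Also added: Cytochrome c trigger plus (Z-DEVD)2-Rh110 caspase-3 substrate | Incubation: 30 min compound preincubation, 50 min activation, room temperature | Detection: Rhodamine 110 fluorescence at Ex 480/Em 540 nm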
# UBC13 inh = human UBC13 polyubiquitination inhibition; inhibition, % at 20 µM; AID 485273; P61088; 330,000 tested, 0.47% active; UBC13 polyubiquitin chain formation, TR-FRET; in the data active = inhibition above about 45%, passing the limit was not always enough
# Gli-Sufu block = blocks Gli-Sufu signaling in a luciferase reporter; inhibition, % at 5 µM; 340,000 tested, 0.74% active; Sufu-KO-LIGHT fibroblasts, Gli luciferase reporter luminescence;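 active = inhibition above about 55%, limit read from the data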;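 note: 0% = DMSO-treated cells and 100% = wells with medium but no cells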
# Starred values were filed as active, the others as inactive; i = inactive; x = no result given. Cut-off read from the data, not from the text of the source, unless noted: active = inhibition above about 50%; inactive = the rest.
# Order of results – 697 NFkB inh	SENP7 inh	HKDC1 inh	Jurkat NFkB inh	SENP8 block	Apaf-1 inh	UBC13 inh	Gli-Sufu block
> COC(=O)c1cn(NC(=O)Cc2ccc(OC)c(OC)c2)c(=O)c2ccccc12
 : 7	2	0	4	7	-19	3	2
> O=C(O)COc1ccccc1/C=C1\SC(=S)N(/N=C/c2ccccc2O)C1=O
 : -41	7	22	-15	8	-22	-29	1
> CC(CCc1ccccc1)NC(=O)c1ccccc1 (configuration not stated)
 : 6	3	-3	-22	3	-15	1	-8
> OCCNc1nc(C2CC2)nc2c1nnn2Cc1ccccc1Cl
 : -3	-2	1	4	2	-7	2	-2
> CCCS(=O)(=O)NCCc1cc2ccc(OC)cc2[nH]c1=O
 : -21	-24	7	-26	-18	13	6	-8
> O=C(Cn1cc(C(F)(F)F)cc(Cl)c1=O)NCc1ccc(Cl)cc1Cl
 : -1	-11	-4	-31	2	7	6	28
> COc1ccc(-c2cn(-c3ccccc3)nc2C(=O)O)cc1OC
 : 9	3	-3	0	-3	-1	0	3
> CCOc1ccc(NC2=NC(C(=O)NCc3ccccc3)CC(=O)N2)cc1 (configuration not stated)
 : 0	-11	-5	-19	-12	-2	-5	4
> COc1cc(OC)cc(C(=O)N[C@H](C(=O)OCc2cc(=O)oc3cc(C)ccc23)C(C)C)c1
 : 9	1	-7	6	0	10	3	0
> CCOC(=O)c1csc(COc2ccccc2Cl)n1
 : -9	8	-1	-12	5	-12	6	-17
> CC1Cc2ccccc2N1S(=O)(=O)c1cccc(C(=O)NCc2ccncc2)c1 (configuration not stated)
 : -19	1	4	-6	-2	4	5	13
> COc1ccccc1NCC(=O)c1ccc(Cl)cc1
 : 11	7	-4	-9	-3	3	10	-1
> c1ccc(CN2CCC(Nc3nc(-c4cccnc4)nc4ccccc34)CC2)cc1
 : -6	6	-5	-40	0	11	-2	-5
> COC(=O)c1ccc(-n2c(C)cc(-c3csc(NC(=O)c4ccc(S(=O)(=O)N(C)C)cc4)n3)c2C)cc1
 : -51	6	17	30	7	11	-26	-1
> Brc1ccccc1OCCOCCOc1cccc2cccnc12
 : -3	-1	-2	2	-5	13	-2	2
> CCCCn1c(SCC(=O)Nc2nc(C)cs2)nnc1-c1cccnc1
 : 16	-3	-11	-10	-3	-7	1	9
> CCOC(=O)C1=C(c2ccccc2)NC(SCC(=O)Nc2ccc(C)cc2)=C(C#N)C1c1ccco1 (configuration not stated)
 : 7	8	22	10	-6	0	6	6
> COC(=O)C1=C(CS(=O)(=O)c2ccccc2)NC(=O)NC1c1ccc(OC)c(OC)c1 (configuration not stated)
 : -4	-4	-6	12	-1	3	-4	-8
> Cc1ccc(S(=O)(=O)N2CCCCC2C(=O)N2CCN(Cc3ccccc3)CC2)cc1 (configuration not stated)
 : 16	5	-5	16	-1	12	3	7
> Cn1nc(C(F)(F)F)c(-c2ccccc2)c1NC(=O)c1ccco1
 : 4	4	-1	11	3	-11	3	4

# The last 2 entries of the section above open the next one.
# Order of results – 697 NFkB inh	SENP7 inh	HKDC1 inh	Jurkat NFkB inh	SENP8 block	Apaf-1 inh	UBC13 inh	Gli-Sufu block
> Cc1ccc(S(=O)(=O)N2CCCCC2C(=O)N2CCN(Cc3ccccc3)CC2)cc1 (configuration not stated)
 : 16	5	-5	16	-1	12	3	7
> Cn1nc(C(F)(F)F)c(-c2ccccc2)c1NC(=O)c1ccco1
 : 4	4	-1	11	3	-11	3	4
> CC1(C)Cc2c(sc3ncn4nc(CCC(=O)O)c(=O)nc4c23)CO1
 : 1	0	-7	2	2	-1	6	-20
> CCOC(=O)c1c(NC(=O)c2ccn(CC)n2)sc2c1CCC2
 : 3	-2	-2	-4	-6	27	14	-5
> CCCN1CCN(CCCNC(=O)CN2C(=O)c3cccnc3Oc3ccc(C)cc32)CC1
 : -45	-2	-6	-19	4	19	-4	17
> COc1ccc(NC(=O)Nc2ccc3c(c2)C(=O)N([C@H](C)CO)C[C@H](C)[C@@H](CN(C)S(C)(=O)=O)O3)cc1
 : 26	0	4	5	7	-6	6	-4
> COc1cccc(C(=O)NCc2ccc3[nH]c(C)cc3c2)c1
 : 11	-3	-8	0	1	-3	-1	2
> COC(=O)c1[nH]c2cccc(OC)c2c1NC(=O)CN1CC(C)OC(C)C1 (configuration not stated)
 : -22	7	-7	-16	-4	-4	-4	3
> Cc1ccc(C(=O)N/C(=C\c2cccc([N+](=O)[O-])c2)C(=O)OCN2C(=O)c3ccccc3C2=O)cc1
 : 17	1	16	-20	-9	10	-23	3
> CC(C)c1ccc(/C=C2\C(=N)N3N=C(CC(=O)N4CCCCC4)SC3=NC2=O)cc1
 : 6	3	9	-3	-6	2	-6	-6
> Cc1ccc(NS(=O)(=O)c2ccc3c(c2)NC(=O)CO3)c(C)c1
 : 18	-2	-4	14	7	10	-2	-12
> CCN(CC)CCn1c2c(c(SCC(=O)Nc3nc(C)cs3)nc1=O)CCCC2
 : -27	10	0	2	-3	-3	-3	12
> CCOC(=O)C(C)Oc1cccc2c(=O)n(CC(=O)NCc3ccc(F)cc3)ccc12 (configuration not stated)
 : -8	6	-9	73*	5	-24	6	25
> Cc1nnc(SCCn2c(N3CC(C)CC(C)C3)nc3c2c(=O)[nH]c(=O)n3C)s1 (configuration not stated)
 : 1	9	-7	-3	0	15	4	4
> COc1ccc(-n2c(Cc3cccn3C)nnc2SCC(=O)Nc2ccc(C)cc2C)cc1
 : 3	4	0	9	1	0	-1	-7
> O=C(COc1ncnc2ccccc12)Nc1cccc([N+](=O)[O-])c1
 : 3	-10	-4	-5	-4	-9	-6	13
> C#CCOCCOCCOCCNc1nc(N2CCN(C(=O)[C@H](CCC(=O)O)n3cc(C(N)CC(C)C)nn3)CC2)nc(N2CCN(C(=O)[C@H](CCC(=O)O)n3cc(C(N)CC(C)C)nn3)CC2)n1 (some centres not stated)
 : -1	11	0	-8	-12	-1	-11	-5
> Cc1c(-c2ccccc2)nc2ccccc2c1C(=O)NCc1cccs1
 : 17	4	-6	5	-5	-3	15	-1
> Cc1cccc(C)c1OCC(=O)NCc1ccccc1
 : 20	3	3	-10	5	3	5	5
> CC(C)(C)c1ccc(-c2cc(-c3ccccc3O)[nH]n2)cc1
 : -368	35	16	-97	37	25	3	32
> CC(C)(NO)/C(=N\O)c1ccc(Cl)cc1
 : 10	2	-5	6	2	3	-7	1
> CCC(C)(O)C(=O)N[C@H]1CCCN1C(=O)/C=C/c1ccccc1 (some centres not stated)
 : 0	3	0	-7	-6	12	-4	-9
> COc1cc(C(=O)O)cc(OC)c1OCc1cc(C(=O)O)oc1C
 : 9	-5	-8	17	-1	-2	-1	0
> Cc1cc(C)c(C)c(OCC(=O)N2CCOCC2)c1
 : 13	4	-7	8	4	5	-2	3
> COc1ccc(NC(=O)N2CCCc3cccc(C)c32)cc1
 : -3	-8	-2	-6	-10	5	0	7
> Cc1ccc(NC(=O)CC2CCCC2)c(Br)c1
 : -22	0	-2	-27	-2	2	0	-8
> S=C(Nc1ccc(Br)cc1)NC1CCCC1
 : -62	-3	-9	-34	-8	10	-8	-41
> Cc1ccc(NC(=S)N/N=C/c2ccc(Cl)c([N+](=O)[O-])c2)cc1
 : -5	-4	-5	2	-12	2	-8	-16
> COc1ccc(/C=N/NC(=O)c2ccco2)cc1Cn1nc(C)c([N+](=O)[O-])c1C
 : -7	1	-1	0	-5	-11	1	x
> COc1cc2c(cc1OC)-c1nnc(C)n1C(C)(C)C2
 : -7	-5	-8	-1	-6	-10	-7	-3
> CCCNC(=O)Nc1ccsc1C(=O)OC
 : -3	4	-7	7	-3	0	6	-6
> CCN(CC)c1ccc(/C=C2/C(=O)ON=C2C)cc1
 : 40*	-6	-3	14	0	-9	i	-11
> O=C(CSc1nc(O)c(Cc2ccccc2)c(=O)n1-c1ccccc1)N1CCOCC1
 : 13	4	1	-1	-3	6	2	11
> CCOc1ccc(NC(=O)C2CCC(CNc3c(N4CCC(C)CC4)c(=O)c3=O)CC2)cc1 (configuration not stated)
 : 25	-3	3	-19	-5	8	-13	12
> CCCCOc1ccc(NC(=O)CN2CCN(CC)CC2)cc1
 : -30	4	-4	-10	4	-14	-3	2
> COc1cc(-c2nn3c(C4CCCCC4)nnc3s2)cc(OC)c1OC
 : -35	5	0	-11	-4	8	-2	38
> COc1cc(OC)c(C(=O)NC2CCCCCC2)cc1OC
 : -30	0	3	-4	-5	11	-9	-6
> CCc1ccc(S(=O)(=O)ON2C(=O)c3ccccc3C2=O)cc1
 : -10	4	-4	6	4	0	17	-5
> COc1cccc(NC(=O)CN(C)C(=O)C2=COCCO2)c1
 : 1	-10	-7	-4	-1	-4	-5	0
> Cc1ccc(C)c(-c2csc(NC(=O)c3c(C)noc3C)n2)c1
 : -8	-8	-3	9	-11	7	-2	4
> Cc1c(C(C)C)c(=O)n(-c2ccc(S(=O)(=O)NC(C)C)cc2)n1C
 : -2	-5	-7	13	3	-11	3	17
> O=C(N/N=C/c1ccccc1)C1CCCN1C(=O)c1cc([N+](=O)[O-])cc([N+](=O)[O-])c1 (configuration not stated)
 : 15	2	-2	-16	1	16	-4	5
> O=C(Nc1ccc(Cl)cc1)c1ccc(-n2cccn2)c([N+](=O)[O-])c1
 : 15	0	-2	-11	5	7	-6	5
> CCN(CC)CCNCc1cc(Br)ccc1OCC(=O)NCc1ccccc1
 : 9	10	-6	-9	5	-5	6	21
> O=C(CNC(=O)c1ccccc1)OCc1nc2ccccc2s1
 : -82	0	-2	-71	-3	-22	5	-2

# Structural class: the compounds so far containing a halogen.
# Order of results – 697 NFkB inh	SENP7 inh	HKDC1 inh	Jurkat NFkB inh	SENP8 block	Apaf-1 inh	UBC13 inh	Gli-Sufu block
> OCCNc1nc(C2CC2)nc2c1nnn2Cc1ccccc1Cl
 : -3	-2	1	4	2	-7	2	-2
> O=C(Cn1cc(C(F)(F)F)cc(Cl)c1=O)NCc1ccc(Cl)cc1Cl
 : -1	-11	-4	-31	2	7	6	28
> CCOC(=O)c1csc(COc2ccccc2Cl)n1
 : -9	8	-1	-12	5	-12	6	-17
> COc1ccccc1NCC(=O)c1ccc(Cl)cc1
 : 11	7	-4	-9	-3	3	10	-1
> Brc1ccccc1OCCOCCOc1cccc2cccnc12
 : -3	-1	-2	2	-5	13	-2	2
> Cn1nc(C(F)(F)F)c(-c2ccccc2)c1NC(=O)c1ccco1
 : 4	4	-1	11	3	-11	3	4
> CCOC(=O)C(C)Oc1cccc2c(=O)n(CC(=O)NCc3ccc(F)cc3)ccc12 (configuration not stated)
 : -8	6	-9	73*	5	-24	6	25
> CC(C)(NO)/C(=N\O)c1ccc(Cl)cc1
 : 10	2	-5	6	2	3	-7	1
> Cc1ccc(NC(=O)CC2CCCC2)c(Br)c1
 : -22	0	-2	-27	-2	2	0	-8
> S=C(Nc1ccc(Br)cc1)NC1CCCC1
 : -62	-3	-9	-34	-8	10	-8	-41
> Cc1ccc(NC(=S)N/N=C/c2ccc(Cl)c([N+](=O)[O-])c2)cc1
 : -5	-4	-5	2	-12	2	-8	-16
> O=C(Nc1ccc(Cl)cc1)c1ccc(-n2cccn2)c([N+](=O)[O-])c1
 : 15	0	-2	-11	5	7	-6	5
> CCN(CC)CCNCc1cc(Br)ccc1OCC(=O)NCc1ccccc1
 : 9	10	-6	-9	5	-5	6	21
